MCF10A rerep = inducers of DNA re-replication in MCF 10A breast cells. Potency, µM (series often up to 46.1 µM), for inactives: top-dose activity, positive = re-replication, actives largely listed as activators. MCF 10A DNA re-replication, Hoechst nuclear intensity, 48 h. 350,000 tested, 2.9% active; also: potency is read from the fitted curve at half-maximal effect; % of control where 0% means no effect; nearly all actives have a fitted effect of over 50% in size
KB-3-1 tox = KB-3-1 parental cell cytotoxicity. KB-3-1 viability, CellTiter-Glo ATP luminescence, 72 h. Potency, µM (titrated, usually from 46.1 µM), for inactives: top-dose activity change, negative = cytotoxic, usual class: cytotoxic. 400,000 tested, 1.4% active; also: potency is read from the fitted curve at half-maximal effect; % is scaled to controls: 0 for no effect and ±100 for the full control effect; nearly all actives have a fitted effect of over 60% in size
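72 h, 37 °C compound treatment of KB-3-1 parental cells; CellTiter-Glo added, 10 min, luminescence read. Data corrected against DMSO-only plates and normalized before curve fitting.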
IL-1B inflam inh = blocks inflammasome-driven IL-1 beta release. AID 743279. 360,000 tested, 4.7% active. activity change, % at 57.5 µM. THP-1 LPS/ATP IL-1B secretion, AlphaLISA, 16 h; active compounds read low; in the data active = activity change below about -50%; inconclusive = mostly about -30% to -49%; also: % is scaled to controls: 0 for no effect and ±100 for the full control effect
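THP-1 cells pretreated 1 hr with compounds (up to 57.5 uM final), then stimulated with LPS (250 ng/mL final) plus ATP (1.25 mM final); secreted IL-1B measured by AlphaLISA after 16 hr, decreased signal indicating inhibition.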
HepG2 viability = HepG2 cytotoxicity, counter-screen for TGF-b inhibitors; HepG2 CAGA-GFP viability, ATP luminescence, 18 h; 410,000 tested, 0.76% active; AID 588856; Potency, µM (doses to about 46.1 µM), without a hit: at the top dose activity change, negative = cytotoxicity, usual class: cytotoxic; also: potency is read from the fitted curve at half-maximal effect; some results filed as inactive show a strong effect at the top dose
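HepG2 CAGA-GFP cells (1000/well, DMEM with 1% FBS) received compound, then TGF-beta at 500 pg/mL final, and were incubated 18 hours at 37 degrees C. Viability was read by CellTiter-Glo luminescence. Media-only wells were set as complete cell-killing and DMSO as no toxicity.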
SW480 rereplic = DNA re-replication induction in SW480 cells; SW480 DNA re-replication, Hoechst DNA content imaging, 48 h; Potency, µM (doses to about 46.1 µM), without a hit: at the top dose re-replication activation, hits mostly activators; 340,000 tested, 1.8% active; AID 624297; also: potency is read from the fitted curve at half-maximal effect; % of control where 0% means no effect; nearly all actives have a fitted effect of over 55% in size
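Image-based DNA-content assay: after two days of treatment, nuclei were labelled with the DNA dye Hoechst and imaged, and hits were compounds raising the count of nuclei showing high fluorescence intensity.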
ATXN2 expr inh = reduces ATXN2 reporter expression in HEK-293 cells; HEK-293 ATXN2-luciferase reporter, luminescence, 24 h; Potency, µM (series often up to 57 µM), inactives show top-dose activity change, negative = inhibition, usual class: inhibitors; 360,000 tested, 0.72% active; AID 1745845; also: potency is read from the fitted curve at half-maximal effect; % is scaled to controls: 0 for no effect and ±100 for the full control effect; nearly all actives have a fitted effect of over 55% in size
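qHTS (up to 57 uM final) was run with 24 h compound exposure of reporter cells at 37 °C. Each well was multiplexed: SteadyGlo luminescence measured ATXN2-luciferase expression after a fluorogenic Gly-Phe-AFC viability readout (25 uM final).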
HT1080NT lethal = kills 2HG-producing HT-1080-NT fibrosarcoma cells | HT-1080-NT fibrosarcoma viability, CellTiter-Glo ATP luminescence, 48 h | 360,000 tested, 1.6% active | AID 686970 | Potency, µM (highest dose often 46.1 µM), without a hit: at the top dose activity, negative = less viability, actives largely listed as cytotoxic;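 also: NT is the 2HG producing partner of a matched IDH1 knockdown line; potency is read from the fitted curve at half-maximal effect; 0% = DMSO-treated cells and -100% = media-only wells without cells; nearly all actives have a fitted effect of over 55% in size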
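Viability by CellTiter-Glo luminescence after 48 h compound exposure at 37C of HT-1080-NT cells (750/well, RPMI, 5% FBS). % activity scaled between DMSO wells and medium-only wells, then curve-fitted and categorized by curve class.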
S2 tox = cell viability loss in ATXN counter-screen | S2 cells (HEK-293 line with an ATXN2-luciferase reporter) viability, CellTiter-Fluor protease fluorescence, 24 h | Potency, µM (series often up to 56.7 µM), most hits filed as cytotoxic | 400,000 tested, 0.49% active; also: potency is read from the fitted curve at half-maximal effect; nearly all actives have a fitted effect of over 40% in size
HT1080 IDH1KD tx = toxicity to HT-1080 IDH1 knockdown cells (counter line); HT-1080 IDH1 knockdown viability, ATP luminescence, 48 h; Potency, µM (titrated, usually from 46.1 µM), for inactives: at the top dose activity, negative = toxicity, most hits filed as cytotoxic; 360,000 tested, 2% active;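 also: potency is read from the fitted curve at half-maximal effect; 0% = DMSO wells and -100% = cell-free medium wells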
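HT-1080-IDH1KD cells (IDH1 knocked down), 750/well in RPMI with 5% FBS, treated with compound 48 h at 37 degrees C. Viability by CellTiter-Glo luminescence, normalised to DMSO and no-cell wells; concentration-response curves classed.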
* hit, by the source's call; i = inactive; ? = inconclusive; nt = not tested or not shown; & = joins results of further samples; [ ] = another dose, or the depositor's remark. Unless noted, calls follow the shape of the dose curve; as a rule, active = well fitted curve in the direction sought with a large enough effect; inconclusive = small, poorly fitted or top-dose-only effect, or another doubt; inactive = no such curve, though single readings can be large; an effect the other way counts as inactive or inconclusive.

SMILES	MCF10A rerep	KB-3-1 tox	IL-1B inflam inh	HepG2 viability	SW480 rereplic	ATXN2 expr inh	HT1080NT lethal	S2 tox	HT1080 IDH1KD tx
Cc1ccc(-n2c(O)c(C=NC3CCS(=O)(=O)C3)c3ccccc3c2=O)c(C)c1 (stereo unspecified)	-2%	2%	nt	1%	-43%[inhibitor]	-34%	-13%	nt	-6%
Cc1cc(NC(=O)C(C)SCC(=O)Nc2ccccc2N2CCCCC2)no1 (stereo unspecified)	?	0%	-14	-22%	11%	-7%	-8%	i	-1%
CCC1(c2ccccc2)NC(=O)N(CC(=O)NCC2COc3ccccc3O2)C1=O (stereo unspecified)	2%	-3%	2	7%	-5%	5%	5%	i	0%
COc1ccc(CN2C(=O)c3cccnc3C2=O)cc1S(=O)(=O)N1CCCCC1C (stereo unspecified)	-4%	-8%	16	-8%	-9%	nt	11%	?	-1%
COc1ccc(-c2nc(-c3cccc(C)c3)nc(N3CCN(C)CC3)c2C#N)cc1	?	5.8µM*	-20	-16%	?	-21%	0%	i	0%
CCOC(=O)C(=CNc1ccc2c(c1)c1ccccc1n2CC)C(=O)OCC	?	1%	0	-19%	?	nt	-16%	i	-11%
NCCSSCCN	-34%[inhibitor]	0%	5	-26%	-10%	2%	23%	i	11%
CC(=O)c1cccc(NC(=O)c2ccc(-n3cncn3)c3ccoc23)c1	nt	0%	-15	-4%	nt	11%	25%	i	5%
COC(=O)N/N=C/c1cn(CCCOc2ccccc2)c2ccccc12	?	?	-22	-24%	?	-36%	-21%	i	?
Cn1c(NC(=O)c2cc(-c3ccc4c(c3)OCO4)nc3ccccc23)cc(=O)n(C)c1=O	-12%	0%	-14	-43%	-6%	31%[activator]	-19%	i	-30%
COc1ccc(N2C(=O)[C@H]3[C@@H](C2=O)C2c4ccccc4C=NN2[C@H]3C(=O)C(C)(C)C)cc1 (stereo partly specified)	-7%	-10%	15	89%	-1%	-26%	7%	i	6%
COc1cccc(OC)c1OCCCCn1cnc2ccccc2c1=O	?	-12%	14	18%	-57%[inhibitor]	nt	0%	i	-10%
CCn1ncc(S(=O)(=O)Nc2cc(Cl)ccc2C)c1C	-14%	-6%	30	-4%	-5%	-13%	-1%	i	-2%
O=C(O)CCc1nc2cccnc2n1Cc1ccccc1	-3%	8%	0	0%	-3%	-9%	7%[9.24 µM]	i	-19%
O=C(Cn1c(=O)n(-c2ccc(F)cc2)c(=O)c2sccc21)NC1CCCCC1	6%	-11%	-3	22%	0%	nt	18%	i	14%
O=C(NCc1nnc(SCc2ccc(C(F)(F)F)cc2)n1-c1ccccc1)C12CC3CC(CC(C3)C1)C2	16µM*	?	-30	-25%	5%	-6%	-3%	?	-13%
O=C(Cc1c(F)cccc1Cl)NNC(=O)c1ccc(Br)s1	-2%	-1%	16	-3%	2%	4%	8%	i	1%
COc1ccc(CNC(=O)CNC(=O)c2ccc(C(C)(C)C)cc2)cc1OC	-5%	-6%	14	-5%	-1%	nt	-3%	i	0%
O=C(COc1ccc(Br)cc1Cl)N1CCN(c2ncccn2)CC1	0%	15%	?	-2%	-4%	3%	4%	i	5%
CN(C)c1ccc(NC(=O)CN2CCC(O)(c3ccccc3)CC2)cc1	-3%	20%	8	3%	-10%	-7%	-2%	i	5%
CCOC(=O)c1cc(-c2ccc(/C=N\n3cnnc3)o2)ccc1Cl	-6%	-12%	2	7%	-1%	7%	-2%	i	-11%
CC(=O)NC(c1ccc(C)cc1)c1cc(Cl)c2cccnc2c1O (stereo unspecified)	?	5.8µM*	42	-23%	2.9µM*	11µM*	-27%	i	?
O=C(c1ccco1)N1CCN(Cc2nnc(-c3ccccc3)o2)CC1	12%	20%	2	-2%	-1%	8%	1%	i	5%
O=C1CSC(c2ccc(Cl)cc2Cl)N1c1ccccn1 (stereo unspecified)	-8%	-1%	13	3%	-7%	-10%	-2%	i	-3%
Cc1cccc(NC(=O)CSc2nnc([C@@H](N)Cc3ccccc3)o2)c1C	5%	1%	21	11%	-19%	14%	4%	i	2%
COc1cc(C2C3=C(CC(C)(C)CC3=O)OC(N)=C2[N+](=O)[O-])ccc1O (stereo unspecified)	?	0%	-16	0%	6%	-9%	7%	i	6%
Cc1cc(C)c2cc(C)c(SCC(=O)NCc3ccco3)nc2c1	?	?	?	-17%	?	-24%	-26%	i	?
Cc1c(C)n2c(SCC(=O)N3CCC(C)CC3)nnc2[nH]c1=O	11%	8%	2	8%	-103%[inhibitor]	-4%	9%	i	8%
Cc1cccc(C)c1NC(=O)N1CC=CCC1	-3%	6%	-4	7%	8%	7%	-1%	i	3%
COc1cc(C(=O)O)c2c(c1C)OC(=O)c1c(C)cc(O)c(C=O)c1O2	-11%	0%	-15	0%	-4%	2%	0%	i	-21%
COCCCNC(=O)/C(C#N)=C/c1ccc(F)cc1	0%	0%	-6	-13%	0%	15%	9%	i	25%
Cc1cccc(N2CCN(S(=O)(=O)c3c(C)noc3/C=C/N(C)C)CC2)c1C	?	?	8	10%	7%	17%	1%	i	7%
CC(=O)Nc1ccc(Nc2cc(C)nc3c(-c4ccccc4)c(C)nn23)cc1	-7%	2%	-10	-6%	-8%	-4%	-8%	i	-22%
O=C(CSc1nc2ccccc2c(=O)n1-c1ccccc1)N1CCN(CCO)CC1	-1%	-1%	0	-8%	1%	6%	13%	i	8%
CCn1nc(NS(=O)(=O)c2ccc([N+](=O)[O-])cc2)c2cc3ccc(C)cc3nc21	-1%	-4%	26	2%	-4%	nt	-8%	i	-1%
O=C(Nc1ccc(Cl)c(C(F)(F)F)c1)C(=O)N1CCCCC1	4%	-3%	-7	13%	5%	101%[activator]	-1%	i	10%
O=C(NNC(=O)c1ccccc1O)c1ccc(Cl)c(S(=O)(=O)N2CCCCC2)c1	9%	?	87	-10%	-43%[inhibitor]	?	?	i	-19%
Cc1cccc(C(=O)NCCC(=O)Nc2ccc(C#N)cc2)c1	5%	-2%	-3	4%	-17%	0%	-2%	i	9%
O=C(NCC(=O)N1CCN(C(=O)c2ccco2)CC1)c1ccc(Cl)cc1	-2%	-7%	-5	-4%	-1%	4%	1%	i	-9%
COc1cc(-c2cc(NC=O)c3ncc(-c4cccc(C(=O)N(C)C)c4)n3c2)cc(OC)c1OC	nt	-1%	1	-40%	nt	-24%	-23%	i	-10%
O=C(COC(=O)c1cncc(Br)c1)Nc1nc(-c2ccc(F)cc2)cs1	-1%	3%	12	3%	29%	25%	18%	i	14%
C[C@@H]1CN([C@H](C)CO)C(=O)CCCn2nncc2CO[C@H]1CN(C)S(=O)(=O)c1ccc(Cl)cc1	nt	5%	20	-28%	nt	3%	-2%	i	0%
CCOC(=O)c1c(O)c2ccccc2oc1=O	2%	2%	3	-1%	-18%	4%	7%	i	14%
COc1ccc(CNC(=O)CCCn2nc(C)c3c(C)n(-c4ccccc4)nc3c2=O)cc1	8%	9%	?	-4%&-14%	-1%	9%	4%	i	10%
COc1ccc(C2C(C#N)=C(N)OC3=C2C(=O)CCC3)cc1OC (stereo unspecified)	-4%	-10%	4	-4%	-13%	6%	3%	i	-4%
Cc1cc(C)c2nc(-c3ccccn3)cc(C(=O)n3cccn3)c2c1	25%	-1%	0	11%	-8%	nt	18%	i	13%
Cc1cccnc1-n1c(CCN2C(=O)c3ccccc3C2=O)nc2ccccc2c1=O	-1%	8%	15	1%	0%	-10%	16%	i	10%
CC(C)C1C(=O)Nc2ccc(S(=O)(=O)NCc3ccc(Cl)cc3)cc21 (stereo unspecified)	nt	-2%	nt	-29%	nt	-38%	nt	i	nt
CCCC(=O)C1=C(O)C(C(=O)OC)C(C)(C)CC1=Nc1cccc2ccccc12 (stereo unspecified)	?	?	-4	-1%	23%	-9%	?	i	?
OC(CN1CCOCC1)CN(c1ccccc1)c1ccccc1 (stereo unspecified)	16%	-5%	18	0%	-7%	-7%	4%	i	2%
COc1cc(NC(=O)CN2CCC(C(N)=O)(N3CCCCC3)CC2)c(OC)cc1Cl	1%	-19%	60	-6%	3%	19%	-7%	i	-12%
Cc1cc(=O)[nH]c(SCCc2ccccc2)n1	-3%	16µM*	-4	-6%	-3%	22%	7%	i	6%
CN1CCN(CCCNC(=O)c2ccc3c(=O)n(CCc4ccccc4)c(=O)[nH]c3c2)CC1	26%	-14%	-11	-7%	1.6µM*	-9%	-11%	i	-2%
Cc1ccc(S(=O)(=O)CCC(=O)NCCC2=CCCCC2)cc1	8%	8%	21	9%	-384%[inhibitor]	-9%	0%	i	3%
O=C(NC1CCS(=O)(=O)C1)c1cn(-c2ccccc2)nc1-c1ccccc1 (stereo unspecified)	?	-3%	-15	33%	2%	-1%	-9%	i	13%
COc1ccccc1CNC(=O)c1cnn2c(C(F)F)cc(C)nc12	14%	3%	?	-22%	-2%	0%	2%	i	1%
CC(=O)N/C(=C\c1ccc(F)cc1)C(=O)NC(Cc1ccccc1)C(=O)O (stereo unspecified)	-17%	31%	42	2%	-9%	5%	1%	i	1%

Structures listed so far containing a tert-butyl group, in the order listed:
SMILES	MCF10A rerep	KB-3-1 tox	IL-1B inflam inh	HepG2 viability	SW480 rereplic	ATXN2 expr inh	HT1080NT lethal	S2 tox	HT1080 IDH1KD tx
COc1ccc(N2C(=O)[C@H]3[C@@H](C2=O)C2c4ccccc4C=NN2[C@H]3C(=O)C(C)(C)C)cc1 (stereo partly specified)	-7%	-10%	15	89%	-1%	-26%	7%	i	6%
COc1ccc(CNC(=O)CNC(=O)c2ccc(C(C)(C)C)cc2)cc1OC	-5%	-6%	14	-5%	-1%	nt	-3%	i	0%
